# High-throughput results (PubChem)
# Ins promoter up: insulin promoter activators in MIN6 cells, imaging, high-content screening, mouse beta cells; MIN6 insulin promoter-GFP reporter; active compounds read high; z-score at 5 µM; 190,000 compounds, 0.3% hits; AID 1625, 2009;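 active = z-score above 3 at 5 µM with at least 500 cells counted in the well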
# Hep lipid drop: inhibitors of hepatocyte lipid droplet formation, primary screen, imaging, high-throughput imaging, BODIPY stain. AID 1656, 2009. 240,000 compounds, 0.4% hits. AML12 mouse hepatocytes, oleate lipid droplets. inhibition, % at 6.5 µM;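 active = lipid droplet intensity inhibited by at least 50%, with more than 500 cells counted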
#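 Material – mouse AML12 hepatocyte cell line, fixed after treatment · Compound dosing – one dose, 6.5 µM compound · Times – compound with oleate, overnight · Measured by – Image-based BODIPY and DAPI two-channel analysis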
# bCat nuc transl: modulators of beta-catenin nuclear translocation, primary screen, imaging, HeLa cells, immunofluorescence, high-content. nuclear translocation activity, % at 5 µM. 190,000 compounds, 0.3% hits;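 active = nuclear translocation activity above 50% at 5 µM, with a well cell count of 50 or more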;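 also: per-cell ratio of nuclear to cytoplasmic median beta-catenin stain intensity; plate controls were DMSO negative control for no effect and GSK-3 inhibitor IX positive control for full effect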
#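 Signal – beta-catenin immunofluorescence imaging with DAPI · Test system – human HeLa cell line · Dosing – 5 µM primary single dose, 0.1% DMSO, 0.02–20 µM confirmation series · Measure – % activation, nuclear-to-cytoplasmic median beta-catenin signal ratio per cell · Incubation – 24 h compound exposure at 37°C, 5% CO2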
# Dynein cargo inh: inhibitors of GR-EGFP nuclear translocation, primary screen, dynein cargo transport inhibitor project, imaging, high-content, 3617.4 mouse cells; z-score, hits read low; test concentration mostly 20 µM; stimulated with dexamethasone, 1 µM; active compounds read low; 220,000 compounds, 0.47% hits; AID 1381, 2008;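 active = plate z-score of nuclear minus cytoplasmic receptor signal below a set negative limit, without overly bright fluorescence or cell loss, cut at about -3.5 in these data, passing the limit was not always enough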;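 also: z-score of nuclear minus cytoplasmic ring GR-EGFP intensity difference per well; some compounds called inactive have numbers as strong as hits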
#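 Buffer or medium: tet-free, stripped-serum medium; reagent: dexamethasone at 1.0 µM final, 30 min; incubation: 48 h induction, 1 h compound, 30 min dex at 37 °C; measured by: formaldehyde fixation, Hoechst nuclear stain, 10x automated fluorescence imaging; read-out: nuclear-to-cytoplasmic GR-EGFP distribution per well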
# Myeloid diff 2: induction of myeloid progenitor differentiation, primary screen, cell-based, flow cytometry, MLPCN library; 360,000 compounds, 1% hits; AID 624256, 2012; ER-HoxA9 myeloid progenitors, lysozyme-GFP differentiation; calls only at 10 µM;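 active = normalized GFP-positive differentiation at or above the plate's own cutoff, the solvent-only control mean plus 3 SD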;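 also: cells exposed to compound for four days before flow analysis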
# PMI inhibitors: inhibitors of human PMI, primary screen, biochemical, fluorescence intensity, coupled assay (AID 1209); Mannose-6-phosphate isomerase (Homo sapiens); purified PMI enzyme, coupled fluorescence intensity; higher % means a stronger effect; one-dose inhibition, % at 20 µM; IC50 in µM for titrated hits; 190,000 compounds, 0.42% hits; in the data active = inhibition above about 50%;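 also: plate controls were DMSO vehicle for no effect and wells lacking substrate for full effect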
# T cell HTS: modulators of CD8 T cell-vesicle binding, primary screen, mouse 2C CD8+ T cells, flow cytometry; calls only at 7 µM; 330,000 compounds, 0.068% hits; 2C CD8+ T cell-vesicle binding; active compounds read low;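 active = response, share of CD8 T cells binding vesicles, and their 90th percentile fluorescence all below set limits, cut at about 80% in these data, passing the limit was not always enough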
#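 System: murine 2C transgenic CD8+ T lymphocytes; also added: QL9-loaded Drosophila micro-vesicles; times: binding 1.5 h at 37 °C; measured by: flow cytometry, PE anti-B7-1 (FL2) versus Alexa647 anti-CD8 (FL8), PFA-fixed; control set: Peptide-free naked vesicles (low) and QL9 vesicles with 0.7% DMSO vehicle (high)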
# MT stabilizer: microtubule stabilizers in HeLa cells, primary screen, imaging, high-content imaging. HeLa tubulin immunostaining HCS, 24 h; share of cells brighter than vehicle mean+2SD. % tubulin-high responders, % at 10 µM. 200,000 compounds, 0.83% hits;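 active = plate Z-score above 3 for both tubulin-high and condensed-nucleus cell shares, with cell loss under 80%, at 10 µM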;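 also: anti alpha tubulin signal scored within the nucleus-defined area of each cell; some results filed as inactive read as strong as hits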
# TNAP activation fold: human TNAP enzyme activators, primary screen, biochemical, luminescent, no phosphate acceptor, uHTS (AID 1001) | Alkaline phosphatase, tissue-nonspecific isozyme (Homo sapiens) | purified TNAP, luminescent activation assay, no phosphate acceptor; higher activation fold means a stronger effect | activation fold at 20 µM; hits with a dose series show EC50 in µM | 200,000 compounds, 0.03% hits; in the data active = activation fold from about 3, or a potency from the dose series; inactive = the rest, 99 in 100 with activation fold below about 1.6; also: many of its hits are not listed in these tables
# Dynein cargo inh cytoplasmic EGFP: recorded beside Dynein cargo inh, whose call it bears; z-score; measured here: cytoplasmic GR-EGFP intensity; active compounds read high
# Dynein cargo inh nuclear GR-EGFP: further read-out of Dynein cargo inh, marked with its call; z-score; measured here: nuclear GR-EGFP intensity;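 lower value marks the stronger effect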
# Dynein cargo inh cell count: recorded beside Dynein cargo inh, whose call it bears; z-score; measured here: cell count per field
# Ins promoter up cell count: recorded beside Ins promoter up, whose call it bears; cell count; measured here: cytotoxicity, nuclei count;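 total cells summed across four imaged fields per well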
# Hep lipid drop cells 6.5 µM: also measured in Hep lipid drop; calls as there; cell count; measured here: cell count, cytotoxicity flag;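 cells counted across two imaged fields per well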
# bCat nuc transl cell count 5 µM: recorded beside bCat nuc transl, whose call it bears; cell count; measured here: cell count, cytotoxicity flag
# T cell HTS vesicle-bound %: second read-out of T cell HTS, no call of its own (marks repeat the call); double positive events, %; measured here: CD8+ vesicle-bound cell fraction;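 binding gate set so that unloaded-vesicle control wells show 10% double positive cells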
# MT stabilizer Hoechst-high %: recorded beside MT stabilizer, whose call it bears; % Hoechst-high responders; measured here: nuclear condensation Hoechst responders;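 share of cells brighter than vehicle mean plus two SD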
# MT stabilizer cytotoxicity %: second read-out of MT stabilizer, no call of its own (marks repeat the call); toxicity, %; measured here: cytotoxicity by cell density;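 0% = mean cell density of plate MIN control wells and 100% = no cells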
# Myeloid diff 2 GFP+ MAC1+ %: further read-out of Myeloid diff 2, marked with its call; GFP+ MAC1+ double positive, %; measured here: differentiation confirmed by MAC1 staining
# Active calls of the source: *; i = inactive; x = not tested or not shown.
SMILES,Ins promoter up,Ins promoter up cell count,Hep lipid drop,Hep lipid drop cells 6.5 µM,bCat nuc transl,bCat nuc transl cell count 5 µM,Dynein cargo inh,Dynein cargo inh cytoplasmic EGFP,Dynein cargo inh nuclear GR-EGFP,Dynein cargo inh cell count,Myeloid diff 2,Myeloid diff 2 GFP+ MAC1+ %,PMI inhibitors,T cell HTS,T cell HTS vesicle-bound %,MT stabilizer,MT stabilizer Hoechst-high %,MT stabilizer cytotoxicity %,TNAP activation fold
CCC1CCCCN1C(=O)COC(=O)c1n[nH]c2ccccc12 (stereo not drawn),x,x,6,735,0.3,1241,-1.3,-0.2,-0.63,1.2,i,0.3,-5%,i,54,1.7,1.6,0.4,0.4
O=C(CC1SC(=NC2CCCCC2)NC1=O)Nc1ccccc1 (stereo not drawn),0.97,1079,1,816,-0.6,1046,-0.6,-0.23,-0.43,-0.11,i,1.4,-8%,i,15,3.3,1.5,8.0,1.1
CCOC(=O)c1c(N2C(=O)C3CC(C)=C(C)CC3C2=O)sc(C)c1C (stereo not drawn),-0.61,1239,-16,757,0.5,1195,0.59,-0.3,0.41,0.27,i,4.5,5%,i,31,1.1,1.3,7.1,1.1
C#CCOCCOCCOCCNc1nc(N2CCN(C(=O)Cn3cc(CC(C)O)nn3)CC2)nc(N2CCN(C(=O)[C@H](C)n3cc(CCCN=C(N)N)nn3)CC2)n1 (stereo partly drawn),1,1102,4,735,x,x,-1.4,-0.3,-0.053,0.73,x,x,-7%,i,23,2.1,2.1,8.0,1.1
Cc1nccn1CCCNCc1c(C(=O)N2CCCCCCC2)nc2ccc(Cl)cn12,-0.36,1254,-14,661,-0.1,951,-0.53,-0.28,-0.082,0.8,i,0.6,1%,i,27,5.4,1.7,6.1,1
CNC(=O)COC(=O)c1cc(F)c(F)cc1Cl,2.5,1366,x,x,-0.6,865,0.049,-0.19,0.025,-0.11,i,0.6,6%,i,28,1.5,2.0,5.0,1
COCCN(C(=S)Nc1c(C)cccc1C)C(C)c1cccnc1 (stereo not drawn),x,x,-30,645,-2.0,920,-0.13,-0.3,-0.25,0.14,i,0.2,20%,i,48,1.7,2.7,5.8,1.2
CCOC(=O)C1CCN(C(=O)C(C)Oc2ccc(Br)cc2)CC1 (stereo not drawn),x,x,-8,693,-0.1,1534,-0.31,-0.24,-0.38,0.81,i,0.8,5%,i,63,2.4,3.0,6.6,1.1
N#CCSc1nnc(-c2cnccn2)n1Cc1ccccc1,x,x,-27,755,0.6,499,0.2,-0.13,0.21,-0.12,i,0.7,-1%,i,31,2.7,1.7,3.4,1
Cc1ccc(C(CC(=O)c2ccco2)SCCO)cc1 (stereo not drawn),x,x,x,x,x,x,-2.1,0.045,-0.97,0.53,i,0.9,88%*,i,36,2.6,3.9,9.9,0.8
COC(=O)C1=C(C)Nc2nc3ccccc3n2C1c1cc(OC)c(OC)c(OC)c1 (stereo not drawn),-0.06,1065,2,749,-0.8,1250,-0.11,-0.22,-0.095,0.67,i,0.4,x,i,36,x,x,x,x
Cc1ccc(S(=O)(=O)NCCOC(=O)Nc2sc(=S)n(C)c2C)cc1,0.91,819,8,772,-2.4,1158,-1.3,-0.16,-0.44,1.4,i,8.1,11%,i,49,1.5,1.6,7.8,1
CCC(CC)C(=O)Nc1cc(C)c2c(=O)oc3ccccc3c2n1,-0.21,1082,x,x,-1.2,1240,1.5,0.19,1.2,-2.1,i,2.7,14%,i,48,4.1,2.8,5.3,1.1
COc1ccc(NC(=O)CN(C)S(=O)(=O)c2cccc3nsnc23)cc1,-0.24,1304,-9,717,-0.9,1030,-0.46,-0.25,-0.21,0.68,i,0.4,-9%,i,18,3.5,2.5,4.9,1.1
Cc1cccc(C(=O)O/N=C/c2c(N3CCOCC3)n(C)c3ccccc23)c1,-0.63,875,x,x,1.7,1359,1.1,-0.22,1.1,-0.16,x,x,10%,i,10,1.5,1.5,2.4,1.1
CCOC(=O)CCC(=O)Nc1ccc(S(=O)(=O)N2CCCCC2)cc1,0.19,1338,0,675,-0.4,1041,-0.8,-0.31,-0.36,0.24,i,2.9,4%,i,55,3.9,1.4,5.6,1.1
COc1ccc(-c2cn(-c3ccc(OC)cc3)c(=S)[nH]2)cc1,1.1,1327,0,659,5.6,901,-0.33,-0.24,-0.1,0.095,i,0.4,14%,i,18,5.5,2.3,12,0.9
OCCN1CCN(c2ncnc3c2c(-c2ccccc2)cn3-c2ccc(Br)cc2)CC1,0.2,1319,5,677,1.1,1104,0.82,0.35,0.82,-0.38,i,0.2,9%,i,68,x,x,x,1.1
CC(C)(C)C(=O)Cn1c(NCCO)nc2ccccc21,0.33,1341,-8,728,-6.5,654,0.26,-0.2,0.58,0.36,i,0.6,-7%,i,16,3.3,1.7,4.1,1.1
COc1cc(C2SCC(=O)N2CCc2ccc(OC)c(OC)c2)ccc1O (stereo not drawn),-1,1401,-10,715,-0.6,1441,-0.33,-0.31,-0.25,0.98,i,0.3,-1%,i,46,2.8,2.4,4.9,1

# (next part)
SMILES,Ins promoter up,Ins promoter up cell count,Hep lipid drop,Hep lipid drop cells 6.5 µM,bCat nuc transl,bCat nuc transl cell count 5 µM,Dynein cargo inh,Dynein cargo inh cytoplasmic EGFP,Dynein cargo inh nuclear GR-EGFP,Dynein cargo inh cell count,Myeloid diff 2,Myeloid diff 2 GFP+ MAC1+ %,PMI inhibitors,T cell HTS,T cell HTS vesicle-bound %,MT stabilizer,MT stabilizer Hoechst-high %,MT stabilizer cytotoxicity %,TNAP activation fold
Oc1ccc(/C=N/NC2=NCCCCC2)c(O)c1,x,x,4,806,x,x,-0.36,0.17,0.22,-0.4,i,0.7,1%,i,57,1.5,1.2,4.7,1
CN(C)/C=N/c1sccc1C(N)=O,0.5,1110,x,x,-1.6,940,-0.59,-0.22,-0.39,0.74,i,1.7,0%,i,49,1.5,1.2,8.7,1.2
COc1ccc(-c2nn(C)c(=O)c3ccccc23)cc1CNS(C)(=O)=O,0.44,1312,1,735,0.4,1006,-0.2,-0.24,0.42,-0.21,i,1.0,11%,i,29,3.2,3.2,23,1
CC1(C)OC(=O)C(=C2CCCN2)C(=O)O1,0.68,1780,33,668,-1.1,1035,-0.63,-0.14,-0.12,1,i,0.6,5%,i,11,2.6,1.0,12,1.1
CCOC(=O)c1cc2c(=O)[nH]ccc2nc1C,0.23,1329,x,x,-2.5,832,-0.38,-0.2,-0.033,0.71,i,0.6,-7%,i,13,2.7,2.0,3.1,1.1
Cc1ccc2nc(Nc3ncc4c(n3)CC(C)(C)CC4=O)nc(C)c2c1,1.3,1225,0,542,0.0,1575,0.13,-0.29,-0.00084,0.45,i,0.3,-5%,i,30,2.4,2.2,7.9,1
CCCCC/C=N/NC(=O)c1[nH]c2ccc([N+](=O)[O-])cc2c1C,-0.19,1427,-33,684,-5.7,1212,0.085,-0.27,0.019,0.54,i,0.0,x,i,42,x,x,x,x
N#Cc1c(NC(=O)CSc2nnc(-c3ccccc3)o2)sc2c1CCCC2,-0.98,1932,3,596,1.7,1134,0.67,-0.2,-0.024,-0.19,i,3.6,-6%,i,22,2.4,1.3,6.1,1
CC(/C=C/c1ccccc1)=N/NC(=O)c1cccc(Br)c1,0.57,1358,-7,714,0.2,1548,0.11,-0.26,0.065,0.68,i,0.6,7%,i,63,5.5,1.5,6.4,1
CCOC(=O)c1nc(C)[nH]c1C(=O)OCC,-0.73,1363,9,785,-3.9,1188,-0.69,-0.29,-0.33,0.42,i,0.7,2%,i,22,5.0,3.7,6.3,1.1
c1ccc(Cn2cc(CN3CCCCO3)c(-c3ccc4c(c3)OCO4)n2)cc1,-0.12,1328,4,704,-0.3,1033,-1.1,-0.23,-0.54,0.87,i,0.4,7%,i,9,2.4,2.1,2.5,1.1
Cc1nc(SCc2cccc(F)c2)[nH]c(=O)c1C#N,0.62,1522,x,x,1.1,1374,1.2,-0.17,0.69,1.1,i,1.4,-2%,i,11,6.2,2.3,9.4,1.1
COc1ccc(Cl)cc1NC(=O)CN1c2ccccc2CC1C (stereo not drawn),-0.87,1302,-18,703,-0.8,1126,-0.62,-0.21,-0.24,0.35,i,0.3,8%,i,29,2.0,2.1,5.9,1.2
